FBA Mtb inh: inhibitors of M. tuberculosis fructose-bisphosphate aldolase; inhibition, % at 1 µM; P9WQA3; purified M. tuberculosis FBA, fluorescence read-out; AID 588726; hit rate 2.3% among 360,000; in the data active means inhibition above about 27%;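 further: 0% = vehicle and 100% = reference inhibitor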
Target sequence (P9WQA3 whole entry, looked up): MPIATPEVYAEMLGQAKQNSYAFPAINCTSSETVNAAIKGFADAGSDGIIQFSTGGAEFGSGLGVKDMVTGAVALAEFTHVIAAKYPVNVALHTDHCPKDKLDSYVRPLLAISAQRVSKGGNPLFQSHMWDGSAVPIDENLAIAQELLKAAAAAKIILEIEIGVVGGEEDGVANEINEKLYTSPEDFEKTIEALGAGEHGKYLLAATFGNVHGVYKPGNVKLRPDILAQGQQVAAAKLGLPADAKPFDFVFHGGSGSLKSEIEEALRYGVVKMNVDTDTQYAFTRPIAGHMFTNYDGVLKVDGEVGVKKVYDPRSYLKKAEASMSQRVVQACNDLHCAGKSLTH
UGM FP inh: Mtb UDP-galactopyranose mutase inhibition; purified UGM, fluorescence polarization probe displacement; inhibition, % at 10 µM; hit rate 0.06% among 320,000; AID 504406; in the data active means inhibition above about 10%, passing the limit was not always enough; inconclusive means no clear call, values can overlap the other calls
BoNT F protease: BoNT F light chain protease inhibition | Multiplex microsphere protease cleavage assay, flow cytometry | inhibition, % at 10 µM | hit rate 0.22% among 360,000 | AID 588497; in the data active means inhibition above about 35%, passing the limit was not always enough; inconclusive means no clear call, values can overlap the other calls; further: plate controls were buffer without enzyme for full effect and enzyme alone for no effect
GDH-TPI inh: counter-screen for M. tuberculosis FBA inhibitors: GDH-TPI coupled enzymes; GDH-TPI coupled enzyme counterscreen, NADH absorbance; inhibition, % at 4.8 µM; hit rate 1.2% among 360,000; in the data active means inhibition above about 30%;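 further: 0% = DMSO wells and 100% = wells lacking the enzyme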
Rv3671c protease: inhibits the M. tuberculosis serine protease Rv3671c; P9WHR9; inhibition, % at 5.96 µM; hit rate 0.048% among 320,000; in the data active means inhibition above about 38%;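 further: extracellular domain of Rv3671c used as enzyme; 0% = enzyme with DMSO and 100% = no enzyme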
Target sequence (P9WHR9 whole entry, looked up, the tested form may be a part): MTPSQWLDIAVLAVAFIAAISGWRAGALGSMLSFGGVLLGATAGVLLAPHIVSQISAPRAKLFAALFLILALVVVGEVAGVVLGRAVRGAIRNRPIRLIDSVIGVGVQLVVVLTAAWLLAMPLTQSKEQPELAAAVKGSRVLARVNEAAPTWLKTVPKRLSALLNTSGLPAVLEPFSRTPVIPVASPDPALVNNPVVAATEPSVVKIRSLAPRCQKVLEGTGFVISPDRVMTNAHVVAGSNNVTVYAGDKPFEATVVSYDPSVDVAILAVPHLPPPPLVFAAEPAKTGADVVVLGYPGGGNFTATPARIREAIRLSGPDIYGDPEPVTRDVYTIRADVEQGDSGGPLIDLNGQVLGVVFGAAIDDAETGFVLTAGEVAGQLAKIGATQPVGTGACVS
BioA inh: blocks M. tuberculosis BioA enzyme activity; purified M. tuberculosis BioA enzyme, plate reader; inhibition, % at 9.99 µM; hit rate 0.096% among 360,000; AID 602481; in the data active means inhibition above about 40%; inconclusive means no clear call, values can overlap the other calls
PrPC surface inh: inhibitors of human cell surface prion protein PrPC; hit rate 0.43% among 370,000; P04156; TR-FRET read-out; inhibition, % at 13.8 µM; in the data active means inhibition above about 24%; further: 0% = median of the test wells and 100% = reference compound wells
MazEF act: activators of E. coli MazEF toxin-antitoxin RNase | P0AE70 | FAM/BHQ RNA-DNA oligo cleavage fluorescence, 5 h | activation, % at 20 µM | hit rate 0.32% among 350,000 | AID 504720; in the data active means activation above about 50%
Target sequence (P0AE70 whole entry, looked up): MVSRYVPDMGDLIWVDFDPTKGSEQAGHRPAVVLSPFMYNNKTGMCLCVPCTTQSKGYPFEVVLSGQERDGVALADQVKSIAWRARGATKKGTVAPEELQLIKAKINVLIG
FadD28 binding: M. tuberculosis FadD28 bisubstrate binding inhibition; FadD28 bisubstrate probe binding, fluorescence polarization; inhibition, % at 12.5 µM; hit rate 0.22% among 360,000; in the data active means inhibition above about 8.5%, passing the limit was not always enough; inconclusive means no clear call, values can overlap the other calls
An asterisk follows results filed as active; ? = inconclusive; · = not tested or not shown; & = joins results of further samples.

SMILES	FBA Mtb inh	UGM FP inh	BoNT F protease	GDH-TPI inh	Rv3671c protease	BioA inh	PrPC surface inh	MazEF act	FadD28 binding
CCCc1cc(C(=O)Nc2cc(Br)ccc2O)no1	-2	-0.3	-7	-7	2	-0.5	-4	4	-2.6
NNc1nc2sc3c(c2c(=O)n1-c1ccccc1)CCCC3	4	-1.2	·	17	10	·	3	0	-2.3
CC1(C(=O)NS(=O)(=O)c2ccccc2Cl)CCN1C(=O)c1ccccc1CCc1ccccc1 (stereo unspecified)	-2	·	-1	3	·	-1.5	1	·	-4.3
CC(C)[C@H](NC(=O)[C@@H]1CSC2c3ccccc3C(=O)N21)C(=O)NC1CCCC1 (stereo partly specified)	0	-2.9	·	4	4	-0.6	-2	6	-2.2
O=C(NCc1ccco1)C1Cc2ccccc2CN1C(=O)c1ccco1 (stereo unspecified)	7	-4.6	-5	9	-3	·	1	-12	-0.1
CC1(C)CC(C)(c2ccc(O)cc2O)N(c2ccc3ccccc3c2)C(=S)N1 (stereo unspecified)	-2	-1.7	0	8	-8	-2.1	-7	11	-4.5
CC1CCN(S(=O)(=O)c2ccc(NC(=O)C3CC3)cc2)CC1	1	1.3	-2	-16	5	·	-2	11	·
COc1ccccc1/C=C\C=N\n1c(-c2ccc(Cl)cc2)n[nH]c1=S	2	0.3	-5	19	-3	·	-6	-5	0.9
CN(C)c1nc(=NCc2ccco2)ss1	3	0.2	-3	7	-5	-0.7	·	-6	0.6
Clc1ccc(SCCCCN2CCNCC2)cc1	-1	-1.6	-4	-2	2	0.3	-12	-1	-2.3
CCCCCCn1c2c(c(=N)c3c1CCC3)CCC2	0	0.3	2	-4	-8	·	20	6	-0.5
COc1ccc(Cn2cnc3c(N)c(C)c(C)cc32)cc1	0	-5.9	-11	11	2	·	12	3	0.6
CN(Cc1ccon1)C(=O)CCc1nnc(CCCCc2ccccc2)o1	0	1.6	-2	2	7	17	-11	3	-0.5
O=C(CNC(=S)N(Cc1ccccc1)Cc1ccccc1F)NCCc1ccc(Cl)cc1	0	1.7	-9	10	-8	-1.4	8	-12	-0.9
CC(C)(C)NC(=O)CSc1nc2[nH]ncc2c(=O)[nH]1	2	3.7	-1	0	3	·	1	-1	-1.3
CC1(C)Oc2ccc3ccc(=O)oc3c2C[C@H]1O	88*	0.7	2	16	5	-2.9	2	2	-2.9
COc1cc(NC(C)=O)ccc1-c1cc2ccccc2oc1=O	4	-3.5	-6	8	5	·	-8	16	-2.9
Cc1cccc(N/C(N)=N/c2nc(C(F)(F)F)cc(=O)[nH]2)c1C	0	-0.8	-11	5	5	·	0	8	-0.4
Cc1csc(=O)n1CCC(=O)OCC(=O)NNC(=O)c1ccccc1	1	-0.8	-6	-6	7	·	0	6	-0.4
CC(C)(C)OC(=O)C[C@@H]1C/C=C\C[C@H](CC(=O)N(CCO)Cc2ccccc2)C(=O)NC[C@H](c2ccccc2)OC1=O	1	-0.3	-8	2	1	-1.3	-2	2	-0.5
CCOc1ccc(C(=O)N(Cc2ccc(N(C)C)cc2)C2CCS(=O)(=O)C2)cc1 (stereo unspecified)	4	-0.2	-2	6	7	-2.5	1	-7	-0.8
OC(CN1CCCC1)Cn1ccc2ccccc21 (stereo unspecified)	6	-3.7	-34	8	4	-2.1	2	2	-0.5
Cc1cc2[nH]c(=O)c(=O)[nH]c2cc1S(=O)(=O)Nc1cccc(Cl)c1C	0	0.9	-7	11	-6	-0.3	0	8	-5.3
Cc1cccc(NC(=O)CNC(=O)COc2ccc(C(=O)c3ccc(F)cc3)cc2)c1C	1	1.4	8	3	-11	·	-9	3	-1.7
COc1ccc2nc(-c3ccccc3)nc(C3CCCCC3)c2c1	0	-0.7	-5	1	-14	0.0	-2	-3	-3.4

Quoted at random: 3 entries already listed
SMILES	FBA Mtb inh	UGM FP inh	BoNT F protease	GDH-TPI inh	Rv3671c protease	BioA inh	PrPC surface inh	MazEF act	FadD28 binding
COc1cc(NC(C)=O)ccc1-c1cc2ccccc2oc1=O	4	-3.5	-6	8	5	·	-8	16	-2.9
COc1ccc(Cn2cnc3c(N)c(C)c(C)cc32)cc1	0	-5.9	-11	11	2	·	12	3	0.6
O=C(CNC(=S)N(Cc1ccccc1)Cc1ccccc1F)NCCc1ccc(Cl)cc1	0	1.7	-9	10	-8	-1.4	8	-12	-0.9

The main list resumes with the 4 entries that preceded the break.
SMILES	FBA Mtb inh	UGM FP inh	BoNT F protease	GDH-TPI inh	Rv3671c protease	BioA inh	PrPC surface inh	MazEF act	FadD28 binding
OC(CN1CCCC1)Cn1ccc2ccccc21 (stereo unspecified)	6	-3.7	-34	8	4	-2.1	2	2	-0.5
Cc1cc2[nH]c(=O)c(=O)[nH]c2cc1S(=O)(=O)Nc1cccc(Cl)c1C	0	0.9	-7	11	-6	-0.3	0	8	-5.3
Cc1cccc(NC(=O)CNC(=O)COc2ccc(C(=O)c3ccc(F)cc3)cc2)c1C	1	1.4	8	3	-11	·	-9	3	-1.7
COc1ccc2nc(-c3ccccc3)nc(C3CCCCC3)c2c1	0	-0.7	-5	1	-14	0.0	-2	-3	-3.4
COCCN(CC1CCCN(C2Cc3ccccc3C2)C1)C(=O)c1cccc(C)c1 (stereo unspecified)	0	-0.1	-4	-11	-1	-1.2	-8	-4	-4.4
Cc1ccc(-n2c(N)c(C(=O)Nc3ccccc3F)sc2=S)cc1C	0	0.1	-6	33*	2	-1.6	-5	2	-1.0
CC1CCN(C(=O)CSc2n[nH]c(-c3cccs3)n2)CC1	1	5.1	-13	-2	-7	0.0	5	4	-0.7
COc1ccc(CN(CC(=O)NC2CCCC2)C(=O)CCC(=O)Nc2nc(C)cs2)cc1	-1	-1.8	2	2	0	-1.9	-1	-1	0.9
FC(F)(F)COc1ccc(-c2nnc(SCc3ccccc3)o2)cn1	1	-3.5	?	-4	-1	1.3	0	-7	1.0
CC(C)(C)OC(=O)NCC(=O)N1CCC(C(=O)O)CC1	4	-0.6	-4	9	7	-3.0	4	10	-1.0
O=C(Cc1ccccc1)N1CCC2(CC1)NCCc1[nH]cnc12	0	0.3	1	0	2	-1.5	-10	10	-5.3
CCOc1ccccc1N(C(=O)Nc1ccc(Cl)cc1)C1=NCCS1	-1	-3.7	-5	-4	4	-1.7	-2	7	-3.0
CCN(CC(=O)NNC(=O)c1ccccc1)Cc1ccc(OC)c(F)c1	4	2.4	-4	-2	4	-3.5	2	3	0.1
Cc1ccc(N2C(=O)CC3(CCCC3)CC2=O)cc1	-2	-3.7	?	17	0	·	6	13	-1.6
COc1ccc(CN(C)C(=O)COC(=O)c2cc([N+](=O)[O-])ccc2N2CCCC2)c(OC)c1OC	-8	0.3	-6	28	-13	2.3	-20	5	-1.8
COc1ccc(NC2=NC(=S)N(c3cccc(C)c3)C23CCCCC3)cc1	-2	1.3	3	-6	-3	0.0	9	-3	-2.1
O=C(N/N=C\c1ccccc1)c1sccc1-n1cccc1	-6	1.7	0	7	-5	2.1	3	9	-5.4
Cc1nn(C)cc1C(C(=O)NC1CCCCC1)N(Cc1ccc(F)cc1)C(=O)c1cnccn1 (stereo unspecified)	2	-4.6	-1	5	1	·	-6	17	-2.4
O=C1CC(c2cccs2)Cc2nc(NC(=O)C3CC3)ncc21 (stereo unspecified)	-1	1.1	·	14	1	3.6	-4	5	-1.5
Cn1cnnc1SCC(=O)NNC(=O)c1ccc([N+](=O)[O-])cc1	-1	0.6	-8	7	-1	-0.2	-15	2	0.5
Cc1nc2ccccc2c2oc(C(=O)N3CCC(C)CC3)cc12	-1	-0.1	-4	3	5	3.2	6	1	-1.3
Cc1ccccc1C(=O)NC(NC(=O)c1ccccc1C)c1cccc([N+](=O)[O-])c1	-1	·	-9	-3	-3	-0.6	-7	2	-2.2
O=C(CCSc1ccccc1)NC1CCCCCC1	1	5.4	-1	-1	-6	·	-7	14	-2.7
Cc1ccc(CN2C(=O)CCSc3ccc(Cl)cc32)cc1	-1	2.7	-4	-10	3	1.5	5	-2	0.8
COc1ccc(Cl)cc1NC(=O)CN(C)Cc1ccc(OC)c(OC)c1	-3	-2.2	3	-2	6	-0.6	-2	7	-0.4
Cc1ccc(S(=O)(=O)NC(Cc2cnc[nH]2)C(=O)O)cc1 (stereo unspecified)	-1	-1.3	0	-3	-3	·	6	3	-3.7
N#CCO/N=C/C(=O)Nc1ccc(F)cc1F	-1	-0.8	0	0	-14	·	-3	-8	-2.8
Cc1onc(-c2ccccc2Cl)c1C(=O)Nc1nnc(-c2ccc(Br)cc2)s1	92*	-1.4	-7	37*	-16	-2.6	26*	-34	-2.7
Cc1cc(NC(=O)c2cccc3ccccc23)cc(C)c1OCC(=O)N1CCOCC1	2	0.0	-6	10	-1	·	-8	-1	-3.5
SMILES	FBA Mtb inh	UGM FP inh	BoNT F protease	GDH-TPI inh	Rv3671c protease	BioA inh	PrPC surface inh	MazEF act	FadD28 binding
Fc1ccc(C2=CC(c3ccco3)n3nnnc3N2)cc1 (stereo unspecified)	3	-2.8	·	18	8	-2.7	3	3	0.5
Cc1cccc(C)c1OCc1nc2ccccc2c(=O)n1/N=C/c1c[nH]c2ccccc12	7	1.4	-2	9	-66	·	-4	-8	-4.1
C=CCNC(=S)NNC(=O)C(CCCC)CC(C)O (stereo unspecified)	-3	-2.1	-11	-1	4	-2.2	-1	9	-2.8
O=C1N=C(c2ccccc2)C(c2ccccc2)N1 (stereo unspecified)	91*	0.0	-3	0	4	-2.9	-5	2	-1.2
Cc1ccc(CCNC(=O)c2nnn(-c3cccc(C)c3)c2N)cc1	-1	0.6	0	-1	2	-1.8	11	-2	-0.1
C=CCOc1cccc(C(=O)N(C)C2CCCN(Cc3ccccc3F)C2)c1 (stereo unspecified)	0	1.3	?	-8	-6	0.5	-5	-3	-2.9
CCOC(=O)C1CCCN(C(=O)/C=C/c2ccc(Cl)cc2)C1 (stereo unspecified)	1	0.0	-3	2	-1	·	3	-1	-1.6
CC(c1ccc(F)cc1)n1cc(S(=O)(=O)N2CCCC2)ccc1=O (stereo unspecified)	-3	-0.9	-2	3	-7	0.5	9	4	-2.1
O=C(c1ccc(-c2ccccc2)cc1)N1CCC2CC1c1cc(-c3ccc4c(c3)OCO4)ccc12 (stereo unspecified)	-1	·	1	·	·	1.8	0	·	-1.7
CCCCCCC(C)(C)c1ccc([C@@H]2C[C@H](O)CC[C@H]2CCCO)c(O)c1	-1	0.9	-2	-8	-5	-0.5	8	14	-9.4
O=c1c2c3nc4ccccc4nc3n(/N=C/c3ccncc3)c2ncn1-c1ccccc1	3	-2.0	·	2	-6	-0.9	·	3	-1.8
CCOC(=O)N1CCC(N(CCOC)C(=O)Nc2ccc(C)c(C)c2)CC1	0	-0.4	3	8	10	·	-5	-8	-0.2
CCOc1ccc(-n2nc3c(Cl)nnc(C)c3c2C)cc1	10	-0.4	-5	-10	-8	2.5	0	-7	-4.0
O=C(NCc1ccc(Cl)cc1)C1CCN(S(=O)(=O)N2CCOCC2)CC1	1	1.4	2	-4	2	·	4	5	-3.7
O=C(CSc1nc2ccccc2c2nc3ccccc3n12)NCc1ccco1	-7	-0.1	6	9	-56	-0.3	0	-4	-3.3
COc1ccccc1NC(=O)Cn1c(CCC(=O)O)ccc1-c1ccccc1	1	-0.5	0	9	3	0.9	-2	-4	0.4
C[C@H]1CN([C@@H](C)CO)C(=O)c2cc(Br)cnc2O[C@@H]1CN(C)S(=O)(=O)c1cn(C)cn1	4	·	5	14	·	-0.3&-0.3	2	6	-1.5
C/C(=N\NC(=O)c1cccnc1)c1ccc(-n2ccnc2)cc1	-5	1.9	2	13	-11	·	1	-2	0.1
Cc1ccc(C(=O)Nc2cccc([N+](=O)[O-])c2)cc1S(=O)(=O)Nc1cccc(C(=O)O)c1	2	0.6	3	4	-6	·	-9	-4	0.8
Cc1ccc(CSc2ccc3nnc(-c4cccnc4)n3n2)cc1	2	-0.4	-3	2	-5	-1.8	-8	-4	-3.2
COc1cc(S(=O)(=O)Nc2ccc(Br)cc2)ccc1N	7	-0.1	2	-1	-8	4.3	10	-4	-2.4
COP(=O)(OC)C(Nc1ccc([N+](=O)[O-])cc1)c1ccccc1 (stereo unspecified)	0	0.6	?	14	-6	·	-11	-4	-1.4
CC(Oc1ccccc1)C(=O)NNC(=O)c1ccccn1 (stereo unspecified)	8	1.0	0	-6	-9	7.5	8	-2	0.0

High-throughput results deposited in PubChem BioAssay by several laboratories.
